# LYP inhibition: LYP phosphatase inhibitors, primary screen, biochemical, DiFMUP fluorescence, recombinant catalytic domain, 10 µM (AID 606). inhibition, % at 10 µM; hits with a dose series show IC50 in µM. Tyrosine-protein phosphatase non-receptor type 22 (Homo sapiens). 52,000 tested, under 10 active. recombinant LYP catalytic domain, DiFMUP fluorescence; higher % means a stronger effect;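 active = IC50 under 40 µM in the dose-response test; inactive = IC50 of 40 µM or more, or never dose-tested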
# HT1080 viability: cytotoxicity in HT1080 fibrosarcoma cells, cell-based, fluorescence readout (AID 620) | HT1080 viability, fluorescence; higher % means a stronger effect | cytotoxicity, % at 10 µM, or EC50 in µM where a hit was titrated | actives 0.42% (n = 87,000);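 note: cells exposed to compound overnight then 4 h with Alamar Blue; 0% = vehicle DMSO and 100% = killing control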
# Spn MK inh: S. pneumoniae MK inhibitors, primary screen, biochemical, PK/LDH-coupled NADH absorbance. AID 555, 2006. actives 0.48% (n = 65,000). inhibition, % at 10 µM. purified MK, PK/LDH-coupled NADH absorbance 340 nm. mevalonate kinase [Streptococcus pneumoniae D39];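 active = ranked among the strongest by inhibition in the single 10 µM screen, a fixed top-ranked set picked for dose follow-up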; note: no value below 0 was filed
# Spn DPM-DC inh: S. pneumoniae DPM-DC inhibitors, primary screen, biochemical, PK/LDH-coupled NADH fluorescence | purified DPM-DC | actives 0.49% (n = 65,000) | diphosphomevalonate decarboxylase (Streptococcus pneumoniae D39) | calls only at 10 µM;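 active = the 320 compounds with the highest percent inhibition in the single-dose primary screen, excluding strongly autofluorescent ones, cut at about 32% in these data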;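 note: kinetic rate of NADH fluorescence loss reporting ADP formed by the decarboxylase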
# Bfl-1 inhibitors: Bfl-1 inhibitors, primary screen, biochemical, fluorescence polarization, FITC-Bid, mouse (AID 432) | Bcl-2-related protein A1 (Mus musculus) | FITC-Bid BH3 peptide fluorescence polarization displacement; higher % means a stronger effect | one-dose displacement, % at 20 µM; IC50 in µM for titrated hits | actives 0.02% (n = 64,000); in the data active = a potency from the dose series; inactive = the rest, 99 in 100 with displacement below about 15%; note: strong numbers were not always called active
# HPDE-C7K KRASV12: cytotoxicity in KRAS-transformed pancreatic duct cells, primary screen, cell-based, fluorescence, HTS (AID 431) | HPDE-C7K KRASV12 cells, Alamar Blue viability, 48 h; higher % means a stronger effect | actives 1.7% (n = 63,000) | one-dose cytotoxicity, % at 10 µM; EC50 in µM for titrated hits;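 active = compounds whose percent cytotoxicity in the single-dose primary screen, scaled between solvent and toxic-drug controls, exceeds 50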;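 note: 0% = DMSO solvent wells and 100% = doxorubicin-treated wells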
# HPDE-C7 viability: cytotoxicity in HPDE-C7 cells, cell-based, fluorescence, HTS (AID 430); cytotoxicity, % at 10 µM, or EC50 in µM where a hit was titrated; HPDE-C7 pancreatic duct cells viability, fluorescence; higher % means a stronger effect; actives 1.8% (n = 63,000);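 note: cells exposed to compound for 48 hours before viability readout; 0% = vehicle and 100% = reference cytotoxic drug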
# Spn PMK inh: S. pneumoniae PMK inhibitors, primary screen, biochemical, mevalonate pathway, pilot trial included. purified PMK, PK/LDH-coupled NADH absorbance 340 nm. inhibition, % at 10 µM. actives 0.49% (n = 65,000). AID 539, 2006;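 active = top-ranked compounds by inhibition in the single 10 µM screen, taking a fixed number of the strongest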;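 note: 0% = full reaction with DMSO carrier and 100% = background rate without enzyme reaction; no value below 0 was filed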
# Alkaline phosphatase: human TNAP enzyme inhibitors, biochemical, luminescent (AID 518) | Alkaline phosphatase, tissue-nonspecific isozyme (Homo sapiens) | purified TNAP enzyme, luminescent substrate readout; higher % means a stronger effect | inhibition, % at 20 µM, or IC50 in µM where a hit was titrated | actives 0.09% (n = 64,000); in the data active = a potency from the dose series; inactive = the rest, 99 in 100 with inhibition below about 22%;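 note: plate controls were vehicle for no effect and reference inhibitor for full effect; many of its hits are not listed in these tables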
# Spn PMK inh pilot replicates: recorded beside Spn PMK inh, whose call it bears; inhibition, %; measured here: pilot screen replicates
# Spn MK inh pilot replicates: further read-out of Spn MK inh, marked with its call; inhibition, %; measured here: pilot screen replicates
# Spn DPM-DC inh pilot screen %: further read-out of Spn DPM-DC inh, marked with its call; inhibition, %; measured here: pilot screen trials
# The depositor's hits bear a star; i = inactive; . = not tested or not shown. Cut-off read from the data, not from the text of the source, unless noted: active = cytotoxicity above about 50%; inactive = the rest. No enrichment for hits. Share with any hit: about 3.5%.
SMILES,LYP inhibition,HT1080 viability,Spn MK inh,Spn DPM-DC inh,Bfl-1 inhibitors,HPDE-C7K KRASV12,HPDE-C7 viability,Spn PMK inh,Alkaline phosphatase,others
O=C(CSc1nc2cc(Cl)ccc2s1)N1CCN(C(=O)c2ccco2)CC1,6%,25%,0,i,-6%,6%,-2%,3,15%,Spn PMK inh pilot replicates=4.5;Spn MK inh pilot replicates=3.0;Spn DPM-DC inh pilot screen %=4.0
Cc1nc2c(cc(Oc3ccc(S(=O)(=O)N4CCOCC4)cn3)c3ccsc32)s1,10%,3%,0,i,-6%,1%,2%,18,14%,
Cc1cccc(C)c1-n1nnnc1S(=O)(=O)Cc1ccccc1Cl,-3%,-8%,7,i,1%,-2%,1%,0,18%,
COc1ccc(OCc2nnc(SCC(=O)O)n2N)cc1,.,2%,8,i,-3%,-4%,-17%,2,3%,
COc1ccc(Cn2c(C)nc3c(c2=O)c2nc4ccccc4nc2n3Cc2ccco2)cc1,1.8µM*,11%,9,i,45%,-2%,-8%,2,17%,Spn PMK inh pilot replicates=5.5;Spn MK inh pilot replicates=3.5;Spn DPM-DC inh pilot screen %=15
COc1ccccc1N1CCN(C(=O)CN(Cc2ccc(Cl)cc2)S(C)(=O)=O)CC1,.,-6%,6,i,4%,11%,1%,0,12%,Spn PMK inh pilot replicates=6.0;Spn MK inh pilot replicates=0.5;Spn DPM-DC inh pilot screen %=0.5
Cc1ccc(NS(=O)(=O)c2ccc3c(c2)c(=O)n(C)c(=O)n3C)cc1F,4%,.,3,i,0%,-1%,-5%,0,11%,
O=C(c1cccs1)N1CCC(c2ccccc2)C1 (stereo not drawn),.,3%,14,i,3%,1%,5%,4,13%,
O=C(O)C1CCCN1S(=O)(=O)c1ccc2[nH]c(=O)c(=O)[nH]c2c1 (stereo not drawn),-7%,-3%,5,i,1%,4%,4%,8,6%,
CC1=NC(C(F)(F)F)(C(F)(F)F)C2=C(CC(C)(C)CC2=O)N1Cc1ccco1,-3%,.,7,i,-2%,-16%,-15%,0,10%,
CC(C)(C)NS(=O)(=O)c1ccc(OCC(=O)Nc2ccc3c(c2)OCCO3)cc1,.,-2%,5,i,-6%,-5%,0%,0,-1%,
CN(C)S(=O)(=O)c1cccc2nsnc12,11%,0%,8,i,-8%,18%,6%,9,15%,
O=C(CSc1nc2ccccc2c(=O)n1C1CC1)NCc1ccccc1,1%,1%,4,i,-7%,4%,2%,8,11%,
O=C(Oc1ccc2c(c1)OCO2)c1cccs1,-8%,-3%,2,i,-6%,-6%,-3%,15,0%,
Cn1c(CCN2CCCCC2)nc2cc(NS(=O)(=O)c3ccc(Cl)cc3)ccc21,-4%,5%,11,i,-6%,2%,1%,11,5%,
Cc1ccccc1NC(=O)C1CCCN(S(=O)(=O)c2c(C)noc2C)C1 (stereo not drawn),.,3%,8,i,-4%,-3%,-12%,8,5%,
CCCN1C(=O)c2ccccc2NC1c1ccc(OC)cc1OC (stereo not drawn),.,-6%,3,.,-4%,-1%,-2%,20,7%,
CCOC(=O)c1cc(CNC(=O)c2c(C)oc3c2CCCC3)c(C)o1,0%,-3%,14,i,-2%,0%,-6%,7,11%,
c1ccc(Cc2nnc3sc(-c4ccncc4)nn23)cc1,-1%,-2%,10,i,-3%,-1%,0%,11,5%,
CCOCCCNC(=O)CCCn1nc(C)n2c(cc3sccc32)c1=O,7%,-6%,8,i,0%,-8%,-9%,7,7%,
CCN1C(=O)C2(C(C#N)=C(N)Oc3cc(C)oc(=O)c32)c2ccccc21 (stereo not drawn),13%,.,0,i,-5%,4%,-19%,0,5%,
CNC(=O)CSc1nnc(-c2cccnc2)n1CCc1ccccc1,-6%,8%,0,i,4%,0%,0%,15,8%,
C=Cn1ccnc1P(=S)(c1ccc2c(c1)c1ccccc1n2CC)c1nccn1C=C,.,5%,5,i,3%,64%*,73%*,5,18%,
C=CCN(CC=C)C(=O)C1CC(=O)N(c2ccc(Br)cc2)C1 (stereo not drawn),6%,-10%,28,i,-4%,18%,5%,0,9%,
CCOC(=O)C1CCN(C(=O)C2CCN(S(=O)(=O)c3cc(Cl)ccc3Cl)CC2)CC1,-16%,2%,4,i,-10%,-14%,-8%,11,5%,Spn PMK inh pilot replicates=0.0;Spn MK inh pilot replicates=0.0;Spn DPM-DC inh pilot screen %=0.0
CC(=O)C(C)Oc1ccc2c3c(c(=O)oc2c1)CCCC3 (stereo not drawn),-7%,-5%,8,.,8%,-7%,-7%,12,8%,
CCCCn1c(C)cc2cc(O)ccc21,-1%,9%,17,i,-26%,29%,17%,0,10%,
CCCSc1nnc(-c2ccccc2NC(=O)CC)c(=O)[nH]1,-27%,2%,10,i,2%,-6%,2%,6,6%,Spn PMK inh pilot replicates=1.5;Spn MK inh pilot replicates=0.0;Spn DPM-DC inh pilot screen %=0.0
COc1ccc(-c2ccc(CCC(=O)O)n2C(C)C)cc1,-10%,2%,4,i,.,.,.,2,.,
Cc1cc(C)c(NC(=O)CS(=O)CC(=O)N2CCN(c3ccccc3)CC2)c(C)c1 (stereo not drawn),.,-5%,7,i,0%,3%,-11%,12,1%,

# Gathered by group, the compounds so far containing a thiophene ring, fused or not.
SMILES,LYP inhibition,HT1080 viability,Spn MK inh,Spn DPM-DC inh,Bfl-1 inhibitors,HPDE-C7K KRASV12,HPDE-C7 viability,Spn PMK inh,Alkaline phosphatase,others
Cc1nc2c(cc(Oc3ccc(S(=O)(=O)N4CCOCC4)cn3)c3ccsc32)s1,10%,3%,0,i,-6%,1%,2%,18,14%,
O=C(c1cccs1)N1CCC(c2ccccc2)C1 (stereo not drawn),.,3%,14,i,3%,1%,5%,4,13%,
O=C(Oc1ccc2c(c1)OCO2)c1cccs1,-8%,-3%,2,i,-6%,-6%,-3%,15,0%,
CCOCCCNC(=O)CCCn1nc(C)n2c(cc3sccc32)c1=O,7%,-6%,8,i,0%,-8%,-9%,7,7%,

# Later entries:
SMILES,LYP inhibition,HT1080 viability,Spn MK inh,Spn DPM-DC inh,Bfl-1 inhibitors,HPDE-C7K KRASV12,HPDE-C7 viability,Spn PMK inh,Alkaline phosphatase,others
CCOC(=O)c1cc2c(=O)n3ccccc3nc2n(Cc2ccccc2Cl)c1=N,15%,-4%,0,.,4%,12%,0%,1,13%,
Cc1ncoc1C(=O)Nc1cccc(Cl)c1,.,-3%,1,i,-1%,-12%,-14%,15,7%,
O=C(Nc1ccccn1)c1c(O)c2cccc3c2n(c1=O)CCC3,1%,2%,3,i,8%,-6%,7%,5,11%,
O=C(O)C1CCNCC1,10%,-7%,3,i,.,.,.,1,.,
COc1ccccc1CNc1nc2nc(C)c(Cl)c(=O)n2[nH]1,10%,-5%,6,i,5%,-2%,15%,11,7%,
COc1ccccc1N1CCN(S(=O)(=O)CC23CCC(CC2=O)C3(C)C)CC1 (stereo not drawn),10%,5%,3,i,-4%,0%,-2%,20,10%,Spn PMK inh pilot replicates=1.0;Spn MK inh pilot replicates=0.0;Spn DPM-DC inh pilot screen %=0.0
Cn1cnnc1SCC(=O)OCN1C(=O)c2ccccc2C1=O,13%,14%,5,i,10%,-3%,-8%,17,6%,
N#CC(C(=O)NC1CCCCC1)c1nc2ccccc2nc1N1CCN(c2ccc(F)cc2)CC1 (stereo not drawn),.,17%,4,i,-5%,-7%,-12%,0,21%,
CCOC(=O)C1=C(c2ccccc2)N2CCS(=O)(=O)N=C2S1,10%,8%,5,i,-4%,-8%,-14%,7,18%,Spn PMK inh pilot replicates=0.0;Spn MK inh pilot replicates=0.5;Spn DPM-DC inh pilot screen %=0.0
COCCNC(=O)COc1ccccc1Cl,-36%,17%,6,i,2%,-34%,-33%,14,11%,
COC(=O)c1c(NC(=O)c2nn(C)cc2Cl)sc2c1CCCC2,4%,14%,0,.,-9%,42%,49%,7,6%,
O=C(CN1C(=O)C2C3C=CC(C3)C2C1=O)N1CC=C(c2ccccc2)CC1 (stereo not drawn),-3%,1%,6,i,-1%,-9%,-6%,15,2%,
C=CCNC(=O)c1scc2c1CCCC2,13%,3%,8,i,-6%,1%,-8%,10,-4%,
N=c1cc(C2(O)CCCCC2)n2c(nc3ccccc32)s1,11%,6%,1,i,-3%,59%*,51%*,0,6%,
Cc1ccccc1NC(=O)NCc1ccco1,1%,4%,3,i,0%,-30%,-47%,2,7%,
COc1ccc2nc(COC(=O)c3ccco3)c(C(C)=O)[n+]([O-])c2c1,17%,-5%,2,i,-10%,6%,-9%,8,11%,
Nc1nc(CN2CCc3ccccc3C2)nc(Nc2ccccc2)n1,.,-6%,1,i,0%,-2%,-10%,8,14%,
Cc1ccc2c(c1)NCC(C(=O)NCc1ccccc1)O2 (stereo not drawn),.,13%,8,i,-2%,0%,-1%,5,8%,
O=S(=O)(/C=C/c1ccccc1)Nc1ccc(N2CCOCC2)cc1,-16%,2%,15,i,1%,-17%,-21%,0,5%,
COc1ccccc1-c1nc(-c2ccccn2)no1,3%,.,11,i,6%,7%,5%,9,6%,
CC1CN(c2nn3c(=O)c4ccccc4nc3c3ccccc23)CC(C)O1 (stereo not drawn),.,-9%,1,.,-1%,4%,7%,15,4%,
N#Cc1c2n(cnc1=O)CCCCC2,13%,.,1,i,-4%,0%,-2%,0,5%,
CC1=C(C(=O)Nc2ccccc2)C(c2cccnc2)n2nc(-c3cccnc3)nc2N1 (stereo not drawn),11%,-2%,0,i,2%,2%,-8%,11,8%,
Cc1ccc(OC(=O)CCC(=O)N2CCc3ccccc32)cc1,35%,-4%,9,i,-10%,4%,4%,13,6%,
O=S(=O)(c1ccccc1)N1CCSC1c1ccco1 (stereo not drawn),-4%,-6%,8,i,0%,11%,-6%,6,19%,Spn PMK inh pilot replicates=2.5;Spn MK inh pilot replicates=2.0;Spn DPM-DC inh pilot screen %=0.5
CC(=O)C1=C(O)C(=O)N(c2cccc(C(=O)O)c2)C1c1ccccc1F (stereo not drawn),4%,1%,2,i,0%,9%,-6%,6,11%,
COc1cc2c(cc1OC)-c1nncn1C(C)(C)C2,3%,-2%,8,i,3%,-10%,-1%,2,4%,
CCCCCCSc1cc(C)nc2ncnn12,-16%,-4%,7,i,-6%,9%,-3%,11,5%,
CC(C)(C)c1cc(C(=O)NCc2cccnc2)ccn1,-2%,1%,13,i,0%,-1%,-2%,1,13%,
